Compound activity deposited in PubChem BioAssay by National Center for Advancing Translational Sciences (NCATS).
GLA spleen mod – inhibitors or activators of human alpha-galactosidase in spleen homogenate; Potency, µM (highest dose often 80 µM), without a hit: at the highest dose activity change, negative = inhibition, hits mostly inhibitors; human spleen homogenate, 4MU-alpha-Gal fluorescence, 40 min; 0.008% of 240,000 active;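 note: potency is the fitted concentration of half-maximal effect; 0% = enzyme with vehicle and -100% = no enzyme basal signal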
Target sequence (P06280 32-429 limits assumed): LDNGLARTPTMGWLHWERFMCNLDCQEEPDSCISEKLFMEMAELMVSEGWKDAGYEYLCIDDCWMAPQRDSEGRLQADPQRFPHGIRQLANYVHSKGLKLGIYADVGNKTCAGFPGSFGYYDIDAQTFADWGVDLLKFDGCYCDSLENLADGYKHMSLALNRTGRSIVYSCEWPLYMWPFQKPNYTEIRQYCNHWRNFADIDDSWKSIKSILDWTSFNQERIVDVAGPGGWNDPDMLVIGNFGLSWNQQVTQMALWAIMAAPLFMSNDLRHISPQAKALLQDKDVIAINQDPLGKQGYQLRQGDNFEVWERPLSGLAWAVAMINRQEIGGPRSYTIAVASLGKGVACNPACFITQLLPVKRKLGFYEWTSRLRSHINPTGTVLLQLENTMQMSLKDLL
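Spleen homogenate 1 ug + cpd (titration) + 4-MU-alpha-D-galactopyranoside 1 mM; 37C 40 min; 50 mM citrate/phosphate pH 5.0, 0.01% Tween-20; stop pH 10; fluorescence 365/440; AC50 via Hill.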
TexasRed fluor – alters Texas Red total fluorescence, flagging assay interference; TRb/SRC2 Texas Red total fluorescence interference; Potency, µM (series often up to 106 µM), for the others: at the highest dose fluorescence change, negative = quenching; 0.29% of 280,000 active; AID 1479; active = well fitted curve in either direction with a large enough effect; inconclusive = small, poorly fitted or top-dose-only effect; note: potency is the fitted concentration of half-maximal effect; % is set by controls: 0 for no effect and ±100 for the full control effect
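Flags fluorescent or light-absorbing compounds by total fluorescence, S + 2P, at 555 nm excitation and 632 nm emission. Mixture: 20 nM Texas Red SRC2 peptide, 0.6 uM human TRb LBD, 1 uM T3, 5% DMSO; compound exposure 5 h at ambient temperature.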
TRb SRC2 PPI – disrupts binding of human TR beta to SRC2; AID 1469; 0.065% of 280,000 active; Potency, µM (series often up to 106 µM), for inactives: top-dose activity change, negative = inhibition, actives largely listed as inhibitors; TRbeta-SRC2 peptide binding, fluorescence polarization; receptor liganded with 1 µM T3;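 note: potency is the fitted concentration of half-maximal effect; plate controls were bound peptide for no effect and peptide without receptor for full effect; nearly all actives have a fitted effect of over 50% in size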
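Quantitative HTS by FP: 0.6 uM TRb LBD, 20 nM labeled SRC2 20-mer, 1 uM T3, 5% DMSO; 5 hr ambient incubation; % activity per concentration and potencies from concentration series.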
NPSR antagonist – blocks cAMP signaling of the human neuropeptide S receptor | Q6W5P4 | CHO-NPSR cells, cAMP TR-FRET, antagonist mode | Potency, µM (titrated, usually from 38.3 µM), without a hit: at the highest dose activity change, negative = inhibition, actives largely listed as inhibitors | 1% of 220,000 active | AID 1461; note: potency is the fitted concentration of half-maximal effect; % is set by controls: 0 for no effect and ±100 for the full control effect; nearly all actives have a fitted effect of over 50% in size; many of its hits are not listed in these tables
Target sequence (Q6W5P4 whole entry, looked up): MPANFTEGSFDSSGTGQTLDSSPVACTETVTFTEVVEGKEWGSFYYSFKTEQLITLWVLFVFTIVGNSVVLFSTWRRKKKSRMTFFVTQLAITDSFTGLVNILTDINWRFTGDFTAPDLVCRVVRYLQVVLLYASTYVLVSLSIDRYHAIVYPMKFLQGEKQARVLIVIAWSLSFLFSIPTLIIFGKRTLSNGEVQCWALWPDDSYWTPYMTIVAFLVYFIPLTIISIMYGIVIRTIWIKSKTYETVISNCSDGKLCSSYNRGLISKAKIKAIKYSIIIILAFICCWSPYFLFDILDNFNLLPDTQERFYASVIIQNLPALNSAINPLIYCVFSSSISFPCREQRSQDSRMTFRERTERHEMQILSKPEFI
Tau fluor cs – counter-screen for tau fibril formation inhibitors; tau K18 P301L (four-repeat tau fragment) Alexa594 fluorescence, heparin fibrillization; Potency, µM (highest dose often 57.7 µM), for the others: at the top dose activity change, negative = decrease; 0.93% of 280,000 active; AID 1463; note: potency is the fitted concentration of half-maximal effect; % is set by controls: 0 for no effect and ±100 for the full control effect; nearly all actives have a fitted effect of over 55% in size
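Human K18 P301L tau (15 uM unlabeled plus 0.24 uM Alexa 594-labeled, final) in 100 mM sodium acetate pH 7 was mixed with compound and 20 uM heparin and incubated 6 hr at 37 C.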
CBFb-RUNX1 inh – CBF-beta/RUNX1 interaction disruption; Q01196+Q13951; AlphaScreen CBFb-His/RUNX1-biotin binding, biochemical; Potency, µM (titrated, usually from 59.8 µM), for the others: top-dose activity, negative = inhibition, most hits filed as inhibitors; 230,000 tested, under 10 active; AID 1477; note: % of control where 0% means no effect
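Inhibition was taken as any reduction in AlphaScreen signal from the CBF-beta–RUNX1 pair (His and biotin tags, 30 nM each), measured after compound (15 min) and bead (90 min) incubations at room temperature.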
Tau fibril FP – tau fibrillization inhibition (FP). P10636. K18 P301L tau heparin fibrillization, Alexa594 FP, 6 h. Potency, µM (highest dose often 57.7 µM), inactives show top-dose activity, negative = inhibition, most hits filed as inhibitors. 0.39% of 280,000 active; note: potency is the fitted concentration of half-maximal effect; % is set by controls: 0 for no effect and ±100 for the full control effect; nearly all actives have a fitted effect of over 55% in size
Target sequence (P10636 561-689 P618L limits assumed): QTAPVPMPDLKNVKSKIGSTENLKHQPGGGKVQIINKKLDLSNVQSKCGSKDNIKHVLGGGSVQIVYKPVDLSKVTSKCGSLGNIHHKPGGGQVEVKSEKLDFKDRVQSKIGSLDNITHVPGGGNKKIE
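K18 P301L tau (15 uM unlabeled/0.24 uM Alexa 594-labeled, final) + compound + heparin 20 uM final; 100 mM NaOAc pH 7; 6 hr 37 C; ThT 30 uM final added, 1 hr RT; FP ex 555/em 632 nm.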
Epigenetic derep – regulators of epigenetic silencing causing reporter derepression in mouse cells. murine LDR cells, GFP reporter derepression, 30 h. Potency, µM (titrated, usually from 53.9 µM), inactives show at the top dose GFP activation, actives largely listed as activators. AID 1865. 0.2% of 280,000 active; note: potency is the fitted concentration of half-maximal effect; % of control where 0% means no effect; nearly all actives have a fitted effect of over 60% in size
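Derepression of a silenced CMV-GFP reporter in murine LDR cells is scored by enumerating GFP-positive cells with a laser-scanning microplate cytometer after 30 hours of treatment at 37 C.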
Active calls of the source: *; ? = inconclusive; nt = no result given; & = joins results of further samples; [ ] = dose if it differs, or a comment. Unless noted, calls come from the whole dose curve; as a rule, active = well fitted curve in the direction sought with a large enough effect; inconclusive = small, poorly fitted or top-dose-only effect, or another doubt; inactive = no such curve, though single readings can be large; an effect the other way counts as inactive or inconclusive. Only part of the results is shown (hit frequency here may not be typical).

SMILES	GLA spleen mod	TexasRed fluor	TRb SRC2 PPI	NPSR antagonist	Tau fluor cs	CBFb-RUNX1 inh	Tau fibril FP	Epigenetic derep
CCc1ccc(N(C(=O)C(F)(F)F)C(C(=O)NC2CCCCC2)c2ccncc2)cc1 (stereo not given)	2%	-1%	3%	-10%[46.1 µM]	-9%	4%	8%	5.5%
CC(C)(C)NC(=O)c1ccc(Cn2cc(C(F)(F)F)ccc2=O)cc1	1%	-1%	-3%	-3%	-1%	-5%	2%	-3.6%
O=C(Cn1cnc2ccccc2c1=O)OCC(=O)c1ccc2c(c1)OCCO2	-1%	1%	-5%	-14%[46.1 µM]	-2%	1%	2%	-2.1%
c1ccc(C2=NN(c3ccccc3)C(c3ccco3)C2)cc1 (stereo not given)	3%	-2%	-1%	40%	-15%	-16%	-7%	-1.0%
CCOc1ccccc1NC(=O)CN1C(=O)COc2ccc(S(=O)(=O)N3CCOCC3)cc21	nt	-2%	-4%	nt	-5%	nt	0%	2.1%
CCc1ccccc1NC(=O)Nc1cccn(Cc2ccccc2F)c1=O	0%	-4%	3%	53%	-26%	-12%	-7%	0.0%
O=C(Cc1cccs1)Nc1cccc([N+](=O)[O-])c1	2%	-16%	-1%	6%	-17%	1%	0%	-0.7%[10.1 µM]
COC(=O)c1ccc(OCC(O)CN(CCO)CCO)cc1 (stereo not given)	-8%	-1%	-4%	-4%[46.1 µM]	-10%	3%	-6%	-0.4%
O=c1[nH]c(=O)n(Cc2ccccc2)c2c1CCC2	6%	1%	-2%	-13%[46.1 µM]	-10%	11%	-1%	-2.2%
CC1(C(=O)NCCCNc2ncc(C(F)(F)F)cc2Cl)C=CC2(CCCCC2)N1C(=O)c1ccccc1 (stereo not given)	2%	-1%	8%	nt	-9%	1%	7%	2.5%
Cc1nn(C)cc1CNC(=O)Nc1ccc(Cl)cc1	-5%	-5%	0%	11%[46.1 µM]	-7%	5%	4%	2.3%
CCN(CC)C(=O)Cn1c(=O)n(-c2ccccc2)c(=O)c2c3c(sc21)CCC3	0%	-4%&2%	10%&-14%	-13%[46.1 µM]	-1%&-5%	-3%	-6%&-4%	-0.9%&-1.6%
COc1ccccc1CNC(=O)c1cccc(-c2ccc(C)c3ccccc23)n1	0%[119 µM]	1%&-2%	1%&0%	-54%	-11%[81.3 µM]	19%[89.1 µM]	0%[81.3 µM]	-3.0%&0.2%
CCn1c(SCC(=O)c2[nH]c(C)c(C(C)=O)c2C)nnc1-c1cccs1	-11%	1%	-4%	-5%[46.1 µM]	-9%	6%	-1%	-1.1%
O=C(CSc1nnnn1C1CCCCC1)Nc1cccc(NC(=O)c2ccco2)c1	-7%	2%	6%	-21%[46.1 µM]	?	5%	-13%	-13%
CCOc1ccc(-n2c(=S)sc3c(=O)[nH]c(SCC(=O)NC(C)CC)nc32)cc1 (stereo not given)	1%	6%	0%	-19%[46.1 µM]	-10%	-4%	-6%	3.6%
O=C(O)/C=C\C(=O)Nc1ccccc1C(=O)NCc1ccccc1	4%	-2%	-7%	-9%[46.1 µM]	-1%	6%	-2%	0.0%
O=C(c1ccc(CSc2ccc(Cl)cc2)cc1)N1CCCC1	3%	-3%	-4%	?	-2%	8%	-3%	-0.2%
O=C(NN=C1c2ccccc2-c2ccccc21)c1ccccn1	1%	1%	3%	-16%[46.1 µM]	-20%	-3%	-8%	-1.1%
CCOC(=O)CSc1nc(N)nc(C)c1Cl	-1%	-3%	-8%	-6%	-2%[2.34 µM]	8%	6%	0.0%
COc1ccc(-c2nn(-c3ccccc3)cc2C2CC(c3cccs3)=NN2C(=O)CCC(=O)O)cc1 (stereo not given)	8%	-1%	0%	-41%	-2%	4%	-11%	-1.8%
Cn1c(=O)[nH]c(=O)c2c1nc(OC(=O)c1ccccc1)n2CC(O)COc1ccccc1 (stereo not given)	6%	-2%	11%	-26%[7.67 µM]	-9%	5%	6%	-4.0%
COc1cc(/C=C(/C#N)c2nc(-c3cc4ccccc4oc3=O)cs2)cc([N+](=O)[O-])c1O	-5%	-1%	-1%	23%	?	-13%	?	0.5%
O=C1[C@H]2[C@H]3[C@H](O)[C@H](O)C/C(=N/OC[C@@H](O)COCc4ccco4)[C@@H]3CC[C@@H]2C(=O)N1C1CCCCC1	9%[17.5 µM]	1%[11.2 µM]	-2%[11.2 µM]	nt	-18%[11.6 µM]	3%[13.1 µM]	-2%[11.6 µM]	1.1%[10.1 µM]
COc1ccc(OC)c2c1sc(=NC(=O)C(C)C)n2C	-1%	-1%	0%	-23%[46.1 µM]	-27%	1%	-4%	-1.1%

Looked up above:
GLA spleen mod with O=C1[C@H]2[C@H]3[C@H](O)[C@H](O)C/C(=N/OC[C@@H](O)COCc4ccco4)[C@@H]3CC[C@@H]2C(=O)N1C1CCCCC1 : 9%[17.5 µM]
Tau fibril FP with COc1ccc(OC)c2c1sc(=NC(=O)C(C)C)n2C : -4%
TRb SRC2 PPI with COC(=O)c1ccc(OCC(O)CN(CCO)CCO)cc1 (stereo not given) : -4%
Epigenetic derep with CCOC(=O)CSc1nc(N)nc(C)c1Cl : 0.0%
Epigenetic derep with COc1ccccc1CNC(=O)c1cccc(-c2ccc(C)c3ccccc23)n1 : -3.0%&0.2%

Other compounds:
SMILES	GLA spleen mod	TexasRed fluor	TRb SRC2 PPI	NPSR antagonist	Tau fluor cs	CBFb-RUNX1 inh	Tau fibril FP	Epigenetic derep
COc1ccc(N(CCC#N)S(=O)(=O)c2ccc(Cl)cc2)cc1	10%	-6%	-1%	-11%[46.1 µM]	-10%	-6%	-3%	1.3%
Cc1ccc(N(C(=O)c2ccncc2)C2C=CS(=O)(=O)C2)cc1 (stereo not given)	4%	-1%	7%	-28%	-6%	2%	-11%	0.0%
O=C(O)/C=C/C(=O)NC1CC1	-9%	0%	-3%	15%	-9%	8%	1%	-1.2%
Cc1ccccc1NC(=O)CCN1CCCC1	0%	-2%[53 µM]	-2%[53 µM]	3%	-10%	16%	?	3.8%
CCCn1c(=O)sc2cc(NC(=O)c3ccccc3OCC)ccc21	nt	0%	5%	nt	-15%	nt	3%	?
CCOC(=O)c1c(NC(=O)c2ccccc2C)sc2c1CC(C)(C)OC2	-6%	1%	-8%	-28%[46.1 µM]	-21%	-7%	?	0.0%
CC1=CC(C)(C)NC(=S)N1c1cccc(C)c1	8%	2%	-7%	-14%[46.1 µM]	-3%	-4%	1%	1.4%
CCn1c(N2CCN(C(=S)NC)CC2)nc2ccccc21	3%	-3%	5%	-3%[46.1 µM]	-6%	-3%	7%	0.1%
CC(C)CC(=O)N(Cc1ccccc1)S(=O)(=O)c1ccc2c(c1)oc(=O)n2C	nt	0%	7%	nt	-21%	nt	-7%	1.3%
CC(c1ccccc1)N1CCn2c(nc3cc(NC(=O)NC4CCCCC4)ccc32)C1 (stereo not given)	15%	3%	-16%	-5%[46.1 µM]	-29%	-10%	7%	0.1%
COCCNC(=O)C1(C)C=CCN1C(C)=O (stereo not given)	-2%	-1%	9%	nt	-6%	10%	1%	1.1%
Cn1cccc1Cc1nnc(SCC(=O)Nc2cccc(F)c2)n1-c1ccc(F)cc1	-2%	0%	1%	-17%	-19%	-3%	11%	-1.0%
Cc1ccc2[nH]c3c(=O)n(Cc4ccccn4)cnc3c2c1	3%	1%	-9%	3%[46.1 µM]	-14%	7%	-14%	-0.9%
Cc1ccc2nc(C)cc(NCCO)c2c1	5%	1%	-18%	-8%[46.1 µM]	1%	-4%	1%	-1.1%
CC1CC1C(=O)OCC(=O)NCc1ccccc1Cl (stereo not given)	1%	-6%	2%	-11%[46.1 µM]	-8%	6%	-6%	0.0%
Cc1nn(C)c(Cl)c1NC(=O)OCc1ccccc1	-1%	0%	-2%	15%[46.1 µM]	-8%	9%	-3%	-0.9%
CCOC(=O)CC1C(=O)NCCN1C(=O)NC1CCCCC1 (stereo not given)	-5%	-1%	4%	-7%[46.1 µM]	-6%	7%	1%	3.4%
Nc1c2c(nc3c1CCC3)CCCC2	1%	3%	-6%	20%	-5%	4%	-1%	1.1%
Cc1c(C(=O)N2CCOCC2)oc2c1-c1nn(CC(=O)NCc3cccc(Cl)c3)cc1CC2	nt	-3%	3%	nt	-7%	nt	3%	-0.6%
CCOC(=O)C1=C(CS(=O)(=O)c2ccc(F)cc2)NC(=O)NC1c1ccc(OCC)c(OC)c1 (stereo not given)	nt	2%	-6%	nt	-6%	nt	-2%	0.0%
CC1(C)C(=O)C=C[C@]2(C)C1CC(=O)[C@]1(C)C2CC[C@@]2(C)C(c3ccoc3)OC(=O)C3O[C@@]321 (stereo not given in full)	-7%	2%	-3%	nt	-25%	-13%	-6%	4.0%
Cc1cccc(C)c1NC(=O)C(=O)NCCOc1ccc(Cl)cc1	-2%	0%	-12%	-9%[46.1 µM]	-11%	6%	3%	-2.0%

2 of these compounds in another layout.
Each structure is followed by: GLA spleen mod, TexasRed fluor, TRb SRC2 PPI, NPSR antagonist, Tau fluor cs, CBFb-RUNX1 inh, Tau fibril FP, Epigenetic derep
- COc1ccc(N(CCC#N)S(=O)(=O)c2ccc(Cl)cc2)cc1
    10%, -6%, -1%, -11%[46.1 µM], -10%, -6%, -3%, 1.3%
- Cc1ccc(N(C(=O)c2ccncc2)C2C=CS(=O)(=O)C2)cc1 (stereo not given)
    4%, -1%, 7%, -28%, -6%, 2%, -11%, 0.0%

Quoted at random: 3 records from the list.
SMILES	GLA spleen mod	TexasRed fluor	TRb SRC2 PPI	NPSR antagonist	Tau fluor cs	CBFb-RUNX1 inh	Tau fibril FP	Epigenetic derep
CC(c1ccccc1)N1CCn2c(nc3cc(NC(=O)NC4CCCCC4)ccc32)C1 (stereo not given)	15%	3%	-16%	-5%[46.1 µM]	-29%	-10%	7%	0.1%
Cc1ccc(N(C(=O)c2ccncc2)C2C=CS(=O)(=O)C2)cc1 (stereo not given)	4%	-1%	7%	-28%	-6%	2%	-11%	0.0%
Cc1ccccc1NC(=O)CCN1CCCC1	0%	-2%[53 µM]	-2%[53 µM]	3%	-10%	16%	?	3.8%
